# Source: PubChem (several laboratories)
# CRFR2-BP ag = CRF-BP/CRF-R2 complex agonism. HEK293 CRF-R2/CRF-BP, calcium dye fluorescence (FLIPR); percent of saturating CRF peptide response. activation, % at 13.2 µM. hit rate 0.46% among 350,000;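 active means activation of at least 50%, plus an integration ratio under a set limit after plate pattern correction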;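 further: plate controls were neutral control wells without compound for no effect and CRF at EC100 for full effect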
# TAAR1 antag = antagonists of human TAAR1; CHO RD-HGA16 TAAR1, Fluo-8 calcium fluorescence, antagonist; AID 624466; inhibition, % at 3 µM; Q96RJ0; hit rate 1.5% among 360,000;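 active means inhibition above a per-plate cutoff, the mean inhibition of test compounds on that plate plus 3 SD, cut at about 49% in these data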;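 further: 0% = DMSO plus EC80 beta-PEA response and 100% = DMSO alone without agonist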
# Target sequence (Q96RJ0 whole entry, looked up): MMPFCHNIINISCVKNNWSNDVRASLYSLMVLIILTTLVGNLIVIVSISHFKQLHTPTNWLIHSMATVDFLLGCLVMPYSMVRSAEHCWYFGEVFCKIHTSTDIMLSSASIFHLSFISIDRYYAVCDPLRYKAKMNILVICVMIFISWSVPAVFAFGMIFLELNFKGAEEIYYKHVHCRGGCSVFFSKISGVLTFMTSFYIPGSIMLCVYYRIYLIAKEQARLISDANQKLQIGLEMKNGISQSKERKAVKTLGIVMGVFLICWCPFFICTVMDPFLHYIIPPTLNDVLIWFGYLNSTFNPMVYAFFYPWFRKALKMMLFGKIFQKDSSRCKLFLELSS
#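 test system = CHO RD-HGA16 cells bearing hTAAR1 | replication = singlicate | controls = DMSO-only wells and EC80 β-PEA-stimulated wells | reagent = EC80 β-phenethylamine stimulus | read-out basis = percent inhibition of PEA-evoked calcium signal, max/basal emission ratio | schedule = seeding 17-24 h prior, 75-min 37 °C, 30-min RT dye loading | signal = kinetic Fluo-8 calcium fluorescence measurement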
# M1 PAM parental = M1 PAM counterscreen hit in parental CHO-K1 cells; ATP EC20, Fluo-8 calcium fluorescence; 0% at ATP EC20, 100% at ATP max; activation, % at 3 µM; hit rate 0.02% among 360,000;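 active means activation above the run cutoff, the mean activation of all test compounds plus 3 SD, cut at about 40% in these data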;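 further: peak over basal fluorescence ratio in a 140 s read after ATP addition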
# CHRM5 agonist = agonists of human muscarinic M5 receptor (CHRM5) | activation, % at 3 µM | P08912 | CHO-K1 hM5 cells, Fluo-8 calcium fluorescence; 0% DMSO wells, 100% maximal acetylcholine response | AID 624037 | hit rate 0.19% among 360,000;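 active means activation above the run's mean over test compounds plus 3 SD, cut at about 23% in these data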;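 further: signal is peak over basal fluorescence ratio across the kinetic read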
# Target sequence (P08912 whole entry, looked up): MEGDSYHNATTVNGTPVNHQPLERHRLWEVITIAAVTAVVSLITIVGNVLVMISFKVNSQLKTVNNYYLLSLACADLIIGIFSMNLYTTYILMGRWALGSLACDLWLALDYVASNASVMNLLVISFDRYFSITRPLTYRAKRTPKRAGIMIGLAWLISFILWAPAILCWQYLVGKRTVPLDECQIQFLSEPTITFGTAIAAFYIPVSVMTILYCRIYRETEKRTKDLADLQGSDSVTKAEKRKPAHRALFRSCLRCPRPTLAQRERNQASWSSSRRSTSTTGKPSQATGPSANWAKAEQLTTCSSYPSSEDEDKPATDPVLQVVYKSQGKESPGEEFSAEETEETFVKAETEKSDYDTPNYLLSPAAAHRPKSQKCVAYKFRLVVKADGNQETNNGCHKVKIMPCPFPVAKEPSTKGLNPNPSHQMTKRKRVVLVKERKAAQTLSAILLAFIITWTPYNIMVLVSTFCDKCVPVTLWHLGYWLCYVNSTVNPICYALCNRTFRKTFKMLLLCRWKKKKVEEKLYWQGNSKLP
# TAAR1 ag = agonists of human TAAR1 | hit rate 0.99% among 360,000 | AID 624467 | CHO RD-HGA16 TAAR1, Fluo-8 calcium fluorescence; vehicle wells 0%, saturating PEA agonist 100% | activation, % at 3 µM | Q96RJ0;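 active means activation above the mean activation of all test compounds in the run plus 3 SD, cut at about 38% in these data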
#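 System: CHO-derived RD-HGA16 cells with stable Gα16 and human TAAR1 / Times: 17-24 h plating, Fluo-8 75 min 37 °C, 30 min RT / Technique: calcium-sensitive Fluo-8 signal, excitation 470-495, emission 515-575 nm / Measure: % activation relative to PEA EC100 response / Benchmarks: DMSO and PEA EC100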
# M4 PAM = CHRM4 positive allosteric modulation. CHO-K1 hM4/Gqi5, Fluo-8 calcium fluorescence, ACh EC20; 0% = ACh EC20, 100% = maximal ACh. hit rate 0.4% among 360,000. activation, % at 3 µM. AID 624126;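 active means activation above its plate's cutoff, the mean activation of sample wells plus 3 SD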; further: some results filed as inactive read as strong as hits
# CRFR2-BP antag = CRF-BP/CRF-R2 complex antagonism. AID 588475. inhibition, % at 11.8 µM. hit rate 0.59% among 350,000. HEK293 CRF-R2/CRF-BP, CRF-induced calcium fluorescence;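 active means inhibition of the ligand-induced calcium signal above about 50% at the single tested concentration, limit read from the data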
# CHRM5 antagonist = blocks acetylcholine activation of human M5 receptor | P08912 | CHO-hM5 cells, Fluo-8 calcium fluorescence, ACh EC80 | inhibition, % at 3 µM | hit rate 0.59% among 360,000 | AID 624040;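 active means inhibition above a per-plate cutoff, the mean of that plate's test compounds plus 3 SD, cut at about 27% in these data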;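 further: 0% = acetylcholine EC80 with DMSO and 100% = DMSO without agonist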
# M5 PAM = potentiates acetylcholine response at human M5 receptor. P08912. CHO-K1 hM5, Fluo-8 calcium, ACh EC20 PAM; 0% = ACh EC20, 100% = ACh EC100. activation, % at 3 µM. hit rate 0.3% among 360,000;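 active means activation above the run cutoff, the mean activation of all test compounds plus 3 SD, cut at about 18% in these data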
#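 System: CHO-K1 hM5 cells. Reagent: acetylcholine, EC20 level. Compound dosing: single dose, 3 µM nominal final test concentration. Timing: Post-acetylcholine fluorescence recording 140 s. Detection: Fluo-8 calcium fluorescence. Read-out: % activation, ACh-normalized. Benchmarks: ACh EC20 and EC100 wells. Repeats: singlicate, one well per test compound.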
# Active calls of the source: *; . = no result given.
SMILES,CRFR2-BP ag,TAAR1 antag,M1 PAM parental,CHRM5 agonist,TAAR1 ag,M4 PAM,CRFR2-BP antag,CHRM5 antagonist,M5 PAM
CCOCCCNS(=O)(=O)c1ccc(NC(=O)N2c3ccccc3Sc3ccccc32)cc1,-0.1,2.4,15.7,-3.2,0.2,-6.3,13.4,7.7,-3.9
COc1cc(OC)cc(-c2oc(=O)c3cc(OC)c(OC)cc3c2/C=C/c2ccc(F)cc2)c1,1.0,8.4,-24.5,1.2,17.6,6.9,1.4,-8.1,-0.3
CCC(=O)C1CCCN(C(=O)c2ccc(OC3CCN(C(=O)CCOC)CC3)cc2)C1 (stereo unspecified),0.4,-23.2,-9.8,-0.4,4.2,-0.3,4.0,-1.0,-5.7
CCOC(=O)CCC(=O)N1CCOCCOCCOCC1,-1.1,0.0,-6.3,1.1,3.2,8.0,-6.6,8.1,-3.0
Cc1ccc(CSC2=NCCN2C(=O)c2ccc(S(=O)(=O)N(C)C)cc2)cc1,0.3,6.7,6.0,-0.3,4.3,10.2,-16.3,-9.3,7.6
O=C(CCc1[nH]c2ccccc2c1Sc1ccccc1)N(CCO)CCO,-1.4,-6.6,11.2,-0.3,1.1,-5.2,-26.5,0.6,-0.6
CCOC(=O)N1CCC(NC(=O)c2ccc3c(c2)N=C(CC)c2ccccc2S3)CC1,1.0,-18.2,11.6,-6.2,0.8,1.5,20.6,2.5,-9.6
Cc1ccc2nc(-c3ccc(C#N)cc3)c(Cc3ccccn3)n2c1,.,-17.9,20.1,-1.5,0.8,-3.3,.,3.0,-5.3
COc1ccccc1NC(=O)/C=C1\NC(=O)CS1,-1.4,13.8,8.3,-3.5,8.0,0.9,-0.1,7.3,2.0
S=C(c1ccc(-c2ccc(Cl)cc2Cl)o1)N1CCCCC1,0.2,-30.6,12.7,-5.7,-0.6,-8.3,14.2,-9.8,6.4
O=C(COC(=O)c1cccc(NS(=O)(=O)/C=C/c2ccccc2)c1)Nc1ccccc1OC(F)F,2.5,40.0,9.3,2.3,4.4,-1.8,-17.3,3.5,-8.1
O=C(CCNC(=O)c1ccco1)NCCN1C(=O)S/C(=C\c2ccc(F)cc2)C1=O,-1.0,14.7,1.8,3.9,7.3,3.3,-1.4,5.8,-13.3
CCOc1ccccc1C1c2cc3c(cc2OC(C)(N2CCCC2)C1C)OCO3 (stereo unspecified),1.4,-21.6,0.1,-2.6,1.7,3.9,-13.1,5.1,0.7
Cc1ccc(/C=C/C(=O)Nc2ccccc2C(N)=O)cc1,-2.2,6.4,8.7,-5.0,-1.9,5.0,27.0,-12.1,1.9
N/C(=N\OC(=O)CC1CCCCC1)c1cccc(Br)c1,-2.0,4.8,15.3,-2.5,-1.5,2.3,-3.0,8.7,0.6
CN1CCN2c3ncccc3Cc3ccccc3[C@@H]2C1,0.5,-14.2,19.2,-2.0,4.2,-11.3,-19.6,20.7,-18.5
COC(=O)C1C(c2ccc(OC)cc2)C(C(=O)OC)S(=O)(=O)C(CCN2CCCCC2)S1(=O)=O (stereo unspecified),-2.9,-17.5,3.4,4.7,0.6,-4.9,7.6,6.5,2.5
COC(=O)c1ccc(CN2C(=O)NC(CC(C)C)C2=O)cc1 (stereo unspecified),-2.1,13.0,12.1,-1.3,3.6,10.0,-28.5,7.4,2.5
Cc1ccc(NC(=O)Nc2nnc(Cc3ccc([N+](=O)[O-])cc3)s2)cc1C,-1.0,-3.3,18.0,-2.4,6.0,-5.3,6.7,24.3,-18.5
CCOC(=O)c1c(N)nn(C(=O)C(C)(C)C)c1-c1ccccc1,1.5,2.8,19.4,-2.1,9.7,7.4,-13.8,-6.1,1.4
CCn1c(SCc2ccc(Cl)cc2)nc2nc3c(cc2c1=O)CCCC3,-0.7,-5.8,-4.9,-0.8,-0.9,28.3*,7.5,0.8,-1.1
CCOC(=O)c1c(NC(=O)CCCC(=O)O)sc2c1CCC2,-0.8,9.7,-12.6,-0.2,3.7,1.0,9.4,-1.0,0.0
CCOc1ccc(OCC)c(-c2c(=O)n(OCc3ccccc3C(=O)OC)c3ccccc3[n+]2[O-])c1,-2.1,13.7,11.6,-6.1,0.2,7.3,25.6,24.9,-10.6
O=C(Nc1ccccc1N1CCCC1)c1cccc(S(=O)(=O)N2CCOCC2)c1,0.9,-21.3,-20.6,0.3,0.5,2.2,2.7,7.2,-2.6

# Single entries from the results shown.
# For CRFR2-BP ag, Cc1ccc(/C=C/C(=O)Nc2ccccc2C(N)=O)cc1 reads -2.2
# For TAAR1 antag, CCOc1ccc(OCC)c(-c2c(=O)n(OCc3ccccc3C(=O)OC)c3ccccc3[n+]2[O-])c1 reads 13.7

# Further results.
SMILES,CRFR2-BP ag,TAAR1 antag,M1 PAM parental,CHRM5 agonist,TAAR1 ag,M4 PAM,CRFR2-BP antag,CHRM5 antagonist,M5 PAM
O=C(NCc1cc(C(F)(F)F)cc(C(F)(F)F)c1)C1CC(c2ccccc2F)=NO1 (stereo unspecified),-0.9,7.0,8.9,0.2,10.3,12.9,8.5,8.1,-0.1
Cc1cc(C(=O)Nc2ccc3ccccc3c2)oc1C,-0.1,6.2,-0.3,-7.5,-3.5,0.3,9.9,-5.5,8.1
O=C(CCNC(=O)C1CCN(S(=O)(=O)c2ccc(F)cc2)CC1)NCc1ccncc1,1.5,-16.5,22.3,-5.6,-0.1,8.4,17.5,16.1,-0.7
CC1(C)COC(c2cccc([N+](=O)[O-])c2)OC1,1.7,-10.8,-0.3,1.8,-0.1,-1.4,-19.5,13.0,7.4
Cc1cc(=O)oc(C)c1C(=O)NCCC1=CCCCC1,0.1,5.1,19.1,0.7,5.7,-2.5,2.2,2.0,4.0
CCn1c(O)c(C=NC2CCCC2)sc1=S,2.1,-6.5,9.2,-3.2,5.7,-4.6,8.2,1.7,-4.9
CC(=O)n1nc(-c2ccccc2)nc1NCc1ccc(N(C)C)cc1,0.4,-11.3,-19.1,0.9,2.0,-5.1,2.5,5.3,3.9
O=C(COC(=O)c1ccc2c(c1)OCCO2)NCCC1=CCCCC1,2.0,-8.9,26.4,-6.9,3.5,-1.3,25.6,-6.0,0.0
CCN(C(=O)CSc1nncn1-c1ccccc1)C1CCS(=O)(=O)C1 (stereo unspecified),0.3,-6.3,0.1,3.5,0.1,12.6,8.2,-0.3,4.1
Brc1ccc(CN2CCCCCC2)cc1,1.6,-28.1,-4.5,-11.7,3.0,3.9,1.1,6.4,3.8
O=C(NCc1ccccc1)c1cccnc1Sc1ccccc1,1.2,-20.1,-17.9,-2.3,2.8,-3.5,1.5,-5.8,2.8
CN=C(Nc1ccc(Cl)cc1)c1cccc(C(F)(F)F)c1,-3.2,-4.2,8.0,0.3,15.1,3.2,13.4,3.8,-5.8

# The list goes on, overlapping the part above by 5 compounds.
SMILES,CRFR2-BP ag,TAAR1 antag,M1 PAM parental,CHRM5 agonist,TAAR1 ag,M4 PAM,CRFR2-BP antag,CHRM5 antagonist,M5 PAM
O=C(COC(=O)c1ccc2c(c1)OCCO2)NCCC1=CCCCC1,2.0,-8.9,26.4,-6.9,3.5,-1.3,25.6,-6.0,0.0
CCN(C(=O)CSc1nncn1-c1ccccc1)C1CCS(=O)(=O)C1 (stereo unspecified),0.3,-6.3,0.1,3.5,0.1,12.6,8.2,-0.3,4.1
Brc1ccc(CN2CCCCCC2)cc1,1.6,-28.1,-4.5,-11.7,3.0,3.9,1.1,6.4,3.8
O=C(NCc1ccccc1)c1cccnc1Sc1ccccc1,1.2,-20.1,-17.9,-2.3,2.8,-3.5,1.5,-5.8,2.8
CN=C(Nc1ccc(Cl)cc1)c1cccc(C(F)(F)F)c1,-3.2,-4.2,8.0,0.3,15.1,3.2,13.4,3.8,-5.8
Cc1cccc(N(C(=O)c2ccc(CN3CCOCC3)o2)C(C(=O)NC2CCCCC2)c2ccc(F)cc2)c1 (stereo unspecified),-0.2,-17.0,18.6,-2.3,0.1,15.7*,40.7,-0.8,0.6
Cc1ccc(C)c(-n2ccnc2SCC(=O)Nc2cccc(S(=O)(=O)NC3=NCCC3)c2)c1,-1.1,-6.8,16.1,-2.5,3.1,-4.3,-0.1,0.1,6.8
CCOC(=O)C1OC1(c1ccccc1)c1ccccc1 (stereo unspecified),-4.6,1.6,-7.7,-1.0,-1.3,7.3,-3.2,1.5,4.4
N#Cc1ccc(-c2ccc(OCC(=O)NN=Cc3ccncc3)cc2)cc1,-1.1,54.3*,20.0,5.1,13.6,-11.0,-22.2,11.3,-22.6
C/C(=C\c1ccc(C(=O)O)cc1)c1ccc2c(c1)C(C)(C)CCC2(C)C,0.2,-13.6,5.4,0.9,1.6,-1.7,28.9,-3.9,4.2
CC(C)CN1CCN(Cc2cccc3cccnc23)CC1CCO (stereo unspecified),2.5,0.9,13.1,-2.0,2.0,7.8,-23.3,4.5,7.2
CCSc1nc2ccccc2c(=O)n1OCC(=O)OC,-2.5,-1.7,-3.4,-1.5,11.5,7.1,-4.4,16.5,-6.2
COc1ccc(C(=O)N/C(=C\c2ccco2)C(=O)OCc2ccco2)cc1,1.8,-28.4,11.2,-1.2,-1.0,0.1,13.8,11.4,-2.2
COCc1cc(C)nc(N2CCN(Cc3ccccc3)CC2)c1C#N,0.3,-1.6,11.7,-3.2,7.1,12.1,-15.5,-9.2,-3.7
O=C(CSc1ncnc2c1cnn2-c1ccccc1)Nc1ccccc1,1.4,46.4,8.4,2.5,39.5*,-4.8,8.9,-2.9,-0.3
CC(C)(C)c1ccc(C(=O)C2CCCN(C(=O)C3CCOCC3)C2)cc1 (stereo unspecified),-2.8,0.8,9.6,-3.0,14.1,0.0,10.2,3.0,-1.9
CCCC1=NN(C(=O)Cc2ccc(OC)cc2)C(O)(C(F)(F)F)C1 (stereo unspecified),0.5,-7.0,18.1,-4.3,4.3,-4.3,10.3,-4.0,1.0
COc1cccc(CN(C)C(=O)c2cc(COc3ccc4ncccc4c3)on2)c1,-0.8,44.8,-10.7,4.2,10.8,-20.5,0.9,40.2*,-34.9
Cc1cccc(S(=O)(=O)NC(=O)C2(C)CCN2C(=O)c2c(C)noc2C)c1 (stereo unspecified),.,-1.2,17.1,0.5,0.7,2.7,.,0.5,-1.5
CC1CCC(NC(=O)CN(C)CC(=O)Nc2ccc(F)cc2)CC1 (stereo unspecified),0.1,-1.0,15.6,-3.7,1.2,2.1,0.0,-4.8,6.5
COc1ccc(OCC(=O)Nc2ccc3c(c2)nc(CCN2CCC(C)CC2)n3C)cc1,-2.2,-3.4,20.8,-7.5,1.9,-2.1,9.1,11.9,-5.4
